AI-2 QS modul: modulates the Vibrio harveyi AI-2 quorum sensing system | activity change, % at 7.5 µM | actives 0.4% (n = 300,000) | AID 2094 | Vibrio harveyi JMH597 AI-2 luminescence/OD600 ratio, 9 h; hits give low values; strain lacks LuxN and CqsS sensors; 0 = neutral-control median; in the data active means activity change below about -75%, passing the limit was not always enough;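 further: luminescence divided by OD600 gain over 9 h not by final OD600 alone; inactives centre near 13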
HIF activator: HIF pathway transcriptional activation; actives 0.32% (n = 300,000); AID 1910; U2OS HRE-luciferase reporter, luminescence; normalized: DMSO 0%, desferrioxamine 100%; activation, % at 7.5 µM (by protocol);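 active means mean activation of at least 10% of the iron chelator positive control signal, with at least half of replicates also reaching 10%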
HSP90 inh: blocks HSP90-mediated luciferase refolding in reticulocyte lysate | Rabbit reticulocyte lysate, luciferase refolding luminescence, 3 h | inhibition, % at 5.6 µM | actives 0.91% (n = 290,000) | AID 1789;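 active means inhibition above the screen-wide mean plus 3 SD, computed separately per campaign, cut at about 16% in these data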;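 further: 0% = DMSO wells and 100% = 60 µM geldanamycin wells; inhibitors lower the luminescence because luciferase stays unfolded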
IEC-6 cytotox: counter-screen for KLF5 inhibitors: cytotoxicity in IEC-6 cells; IEC-6 cytotoxicity, luminescence viability; inhibition, % at 5 µM; actives 0.78% (n = 290,000); in the data active means inhibition above about 22%;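 further: 0% = plate median of test compound wells and 100% = cytotoxic reference compound wells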
GSK3beta inhib: human GSK3beta kinase inhibition. P49841. GST-GSK3beta kinase, ADP-Glo luminescence, 60 min; hits give low values. activity score (negative = inhibition), % at 10 µM. actives 0.038% (n = 300,000);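 active means more than half of replicate wells score below -50%, meaning over 50% inhibition versus plate controls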;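 further: 0% = median DMSO wells and -100% = median GW8510 positive control wells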
Target sequence (P49841 whole entry, looked up): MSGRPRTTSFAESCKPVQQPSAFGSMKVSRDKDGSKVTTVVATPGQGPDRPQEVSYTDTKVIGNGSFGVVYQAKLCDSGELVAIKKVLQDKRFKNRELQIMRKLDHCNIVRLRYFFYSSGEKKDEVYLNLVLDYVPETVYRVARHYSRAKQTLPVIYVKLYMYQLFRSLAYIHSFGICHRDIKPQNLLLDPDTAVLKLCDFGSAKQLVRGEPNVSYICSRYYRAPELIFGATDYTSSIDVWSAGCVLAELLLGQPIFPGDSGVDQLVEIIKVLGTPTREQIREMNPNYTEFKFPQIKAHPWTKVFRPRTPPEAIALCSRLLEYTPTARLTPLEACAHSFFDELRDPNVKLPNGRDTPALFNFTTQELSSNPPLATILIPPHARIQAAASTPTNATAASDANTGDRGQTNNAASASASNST
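test system = GST-tagged human GSK3beta kinase, cell-free | reagent = 25 µM ATP with peptide substrate | dosing = one dose of 10 µM per compound | schedule = 60 min reaction, RT | detection = luminescent ADP-Glo measurement of ADP formed | control set = DMSO neutral wells and GW8510 at 20 µM as positive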
HSF1 inh: HSF1 inhibition | NIH3T3-HGL HSE-luciferase, MG132-induced, luminescence 8 h; hits give low values | activity change, negative = inhibition, % at 7.5 µM (by protocol) | actives 0.77% (n = 300,000) | AID 2098;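 active means more than half of replicate wells show activity change below -50%, luminescence cut by over half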;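 further: luciferase reports HSF-1 transcriptional activity via heat shock element; 0% = median of DMSO wells and -100% = zero luminescence signal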
KLF5 inh: inhibitors of KLF5 expression | inhibition, % at 5 µM | actives 0.23% (n = 290,000) | AID 1700 | DLD-1 KLF5 promoter-luciferase reporter, luminescence;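 active means inhibition above a per-plate limit of that plate's mean compound inhibition plus 3 SD, cut at about 60% in these data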;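 further: 0% = DMSO wells and 100% = LY294002 at 200 µM; higher means less KLF5 promoter-driven luciferase light; inactives centre near -14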
aSyn 5UTR inh: 5' untranslated region of α-synuclein, MLPCN primary screen | alpha-synuclein 5'UTR reporter, inhibitor activity | inhibition, % (tested at 7.5 µM) | actives 0.82% (n = 300,000); in the data active means inhibition above about 60%;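 further: H4 neuroglioblastoma cells stably carrying SNCA 5'UTR luciferase fusion; 0% = DMSO wells and 100% = positive control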
HSF-1 act: increases HSF-1 driven luciferase reporter signal; NIH3T3-HGL HSF-1 luciferase reporter, MG132, 8 h; 100% = twice DMSO control signal; activation, % at 9 µM; actives 1.7% (n = 300,000);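 active means mean replicate activation of at least 50% with a set share of replicates each reaching 50%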;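 further: 0% = median of the neutral control wells and 100% = twice that signal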
GSK3 alpha inh: human GSK-3 alpha kinase inhibition; P49840; ADP-Glo luminescence, 60 min; inhibition, % at 10 µM; actives 0.1% (n = 320,000); AID 2650;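 in the data active means inhibition above about 50%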;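 further: GST-tagged GSK-3 alpha with peptide substrate and 25 µM ATP; 0% = DMSO neutral wells and 100% = GW8510 positive control wells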
Target sequence (P49840 whole entry, looked up): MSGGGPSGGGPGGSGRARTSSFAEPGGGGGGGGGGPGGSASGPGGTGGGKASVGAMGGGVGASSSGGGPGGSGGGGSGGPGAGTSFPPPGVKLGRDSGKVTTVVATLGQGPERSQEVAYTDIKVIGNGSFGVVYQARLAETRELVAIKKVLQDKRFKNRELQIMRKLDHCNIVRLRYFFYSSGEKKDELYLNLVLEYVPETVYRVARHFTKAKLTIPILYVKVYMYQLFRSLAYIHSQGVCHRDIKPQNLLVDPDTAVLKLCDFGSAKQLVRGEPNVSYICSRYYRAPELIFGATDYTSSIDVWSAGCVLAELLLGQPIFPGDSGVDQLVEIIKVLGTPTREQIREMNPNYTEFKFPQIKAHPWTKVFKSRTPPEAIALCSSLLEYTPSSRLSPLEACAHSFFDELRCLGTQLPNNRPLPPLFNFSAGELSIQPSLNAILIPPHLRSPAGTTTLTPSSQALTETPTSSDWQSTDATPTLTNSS
Active calls of the source: *; . = not tested or not shown.

SMILES | AI-2 QS modul | HIF activator | HSP90 inh | IEC-6 cytotox | GSK3beta inhib | HSF1 inh | KLF5 inh | aSyn 5UTR inh | HSF-1 act | GSK3 alpha inh
CC(=O)Nc1ccc(/C(C)=N/NC(=O)c2ccncc2)cc1 | 20 | 1.5 | 1 | -4 | -1 | 10 | -17 | -12 | 16 | -3
CSc1cccc(NC(=S)N(CCCN2CCCC2)Cc2cccs2)c1 | -1 | 0.6 | 0 | 1 | -6 | -17 | 1 | -23 | -22 | -1
C#CCOCCOCCOCCNc1nc(N2CCN(C(=O)[C@H](CCC(=O)O)n3cc(C(N)CO)nn3)CC2)nc(N2CCN(C(=O)[C@H](CCC(=O)O)n3cc(C(N)CC(C)C)nn3)CC2)n1 (stereo partly specified) | 29 | -3.9 | . | . | 1 | -3 | . | 6 | -12 | .
O=C(N/C(=C/c1ccccc1)C(=O)N1CCCCC1)c1ccccc1 | 2 | -0.3 | 1 | 0 | 2 | -6 | -3 | -8 | 9 | -1
Cc1ccc(N(C)C(=O)c2cc(S(=O)(=O)N3CCCCC3)c[nH]2)cc1 | 13 | 0.9 | -5 | -1 | 1 | -6 | 1 | 16 | -10 | 1
N#Cc1ccccc1NC(=O)C1SC(=Nc2ccccc2)C(C(=O)Nc2ccc(Cl)cc2)=C1N (stereo unspecified) | 0 | -0.5 | 2 | 4 | 0 | 1 | -8 | -12 | 7 | -3
COc1ccccc1NS(=O)(=O)c1ccc(NC(=O)Cc2cccs2)cc1 | 11 | -0.1 | -4 | -4 | 2 | 14 | -3 | -11 | 58* | -1
Cc1ccc(N/C(SCc2ccccc2C)=C(/C#N)C(=O)NCc2ccco2)cc1C | 13 | -0.1 | 3 | 2 | -1 | 11 | 5 | 17 | 12 | -2
Cc1cccc(N(C)S(=O)(=O)c2ccc(-c3cc(C)no3)s2)c1 | -6 | -1.0 | 4 | 78* | 1 | -14 | 74* | 88* | -23 | 5
CN(Cc1ccccc1)C(=O)Nc1ccccc1 | -34 | -0.5 | -1 | -1 | 2 | -7 | -19 | 17 | -2 | -1
O=C(COC(=O)c1ccc2[nH]c3c(c2c1)CCCC3)Nc1ccc(Cl)cc1Cl | 17 | 0.3 | 4 | -2 | 4 | 7 | -2 | -29 | 1 | .
CCOC(=O)C1(Cc2ccc(Cl)cc2)CCN(C(=O)CCc2ccncc2)CC1 | 17 | -0.1 | -2 | 6 | 0 | 0 | 8 | 18 | -3 | .
COc1ccc(C2(CNC(=O)c3ccc(OC)c([N+](=O)[O-])c3)CCOCC2)cc1OC | -1 | -0.3 | -3 | 1 | -5 | 0 | -15 | 12 | 2 | -1
CCN(CC)CCCNC(=O)c1cc(-c2ccc3c(c2)OCO3)on1 | -8 | -25 | 0 | -5 | 1 | -48 | -22 | -40 | -56 | 3
Cn1c(SCC(=O)NC2CCCC2)nc2c(c1=O)SCC2 | 30 | 0.1 | -3 | -1 | -7 | -5 | 0 | 11 | -8 | -1
COc1ccc(S(=O)(=O)N(CCc2ccccc2)CC(=O)O)cc1 | 17 | -0.3 | 2 | -3 | 3 | -2 | -13 | -20 | -7 | -4
Cn1nc(-c2ccccc2)c(-c2nc(-c3ccccc3Cl)no2)c1Cl | 2 | -0.5 | -3 | 3 | 0 | -10 | -30 | 0 | -13 | 1
Cc1ccc(S(=O)(=O)Nc2ccccc2/C=N/c2nc3ccccc3n2C(C)C)cc1 | . | . | 8 | 0 | . | . | 15 | . | . | -1
CN(C)S(=O)(=O)c1cccc(NC(=O)CSc2nc3ccccc3[nH]2)c1 | 8 | 0.0 | 1 | 0 | -2 | -7 | -6 | 30 | 2 | -2
O=C(CN1C(=O)c2ccccc2C1=O)Nc1cc(C(=O)O)cc(C(=O)O)c1 | 8 | 0.8 | -1 | -6 | -3 | -2 | -7 | -3 | -5 | -1
O=C(Nc1nnc(-c2ccco2)o1)c1ccc2ccccc2c1 | 17 | -0.4 | -1 | 1 | 2 | 0 | -20 | 6 | 0 | 0
COc1ccc(NC(=O)Cn2nnc(-c3ccccc3F)n2)cc1 | 20 | . | 2 | -5 | -13 | . | 4 | . | . | -1
COc1ccccc1C(=O)OCCN1CCOCC1 | 15 | . | 3 | -7 | 6 | 6 | -16 | -2 | 35 | 2
COCCn1c(N)c(NCc2ccccc2)c(=O)[nH]c1=O | -3 | 0.0 | 7 | 0 | 0 | -1 | -10 | 12 | 12 | -1
CCc1nnc(NC(=O)CSc2nnc(-c3ccccc3OC)n2-c2ccccc2)s1 | 14 | 0.6 | 0 | -2 | 4 | -7 | -9 | 3 | -7 | -1
C/C(=N\OC(=O)c1ccc(Cl)cc1)c1nccs1 | 18 | -0.4 | -2 | -5 | 4 | 2 | -10 | 3 | 15 | -1
COc1ccc(Cc2nc3ccc(C(=O)NCc4cc(C)no4)cc3o2)cc1 | 27 | 2.8 | -7 | -7 | 4 | 8 | -139 | -104 | 37 | -1
O=C(CCNC(=O)C1CCN(S(=O)(=O)c2ccccc2)CC1)NCc1ccccc1Cl | 20 | 0.5 | -4 | -8 | 3 | -2 | -23 | 5 | 3 | -2
O=C(NNC(=O)C12CC3CC(CC(C3)C1)C2)c1csc(N2CCOCC2)n1 | 34 | -0.2 | . | . | -1 | -8 | . | 4 | -2 | -5
CCOC(=O)Cc1csc(SCC(=O)NC(C)C23CC4CC(CC(C4)C2)C3)n1 (stereo unspecified) | 27 | 0.0 | 0 | 1 | 0 | 3 | -21 | -15 | 11 | .
CCc1ccc(NC(=O)CSc2nncn2-c2cccnc2)cc1 | 24 | 1.3 | -5 | -4 | 1 | 12 | -78 | -119 | 30 | -3
Cc1onc(-c2c(Cl)cccc2Cl)c1C(=O)NNc1ccccc1 | 13 | -0.1 | -1 | -3 | -1 | 3 | 8 | -6 | 5 | 1
O=C(Nc1cc(C(F)(F)F)ccc1F)C1CCCCC1 | 23 | -0.4 | 4 | -2 | -5 | 1 | -10 | 18 | 7 | -7
O=C(CCCCl)NC(=S)Nc1cc(C(F)(F)F)ccc1N1CCOCC1 | 9 | -0.6 | -1 | -2 | 0 | 3 | -6 | 19 | 19 | .
Cc1ccc2nc(C)cc(C(=O)OCC(=O)c3ccc(Cl)c([N+](=O)[O-])c3)c2c1 | 13 | -0.9 | -2 | 3 | 1 | 10 | 9 | -6 | 21 | -5
Cc1c(C=O)c(=O)n(-c2ccccc2)n1-c1ccccc1 | 11 | -0.3 | -3 | -2 | 2 | -5 | -22 | -14 | -2 | 0
Cc1ccc(/C=C2/SC(=S)N(CCC(=O)N3CCN(C)CC3)C2=O)cc1 | 23 | -7.2 | 2 | 2 | -7 | 2 | -13 | 4 | 4 | -4
c1ccc(-n2nc3ccccc3n2)cc1 | 17 | 2.7 | -2 | -1 | 2 | 0 | -2 | -41 | -17 | -2
Cc1nn(C(=O)c2cccc([N+](=O)[O-])c2)c(C)c1Sc1ccccc1 | 2 | -0.1 | -2 | -1 | 2 | -3 | -20 | 14 | -15 | 1
COC(=O)c1sc(NC(=S)NC(=O)c2ccccc2)nc1C | -6 | 0.4 | -4 | -4 | 1 | -9 | -32 | -198 | -6 | -1
N#Cc1c2n(c3c(=S)nc[nH]c13)CCCCC2 | 30 | -0.3 | 0 | 3 | -92* | -11 | 2 | 8 | -3 | 102*
NS(=O)(=O)c1ccc(CNC(=O)C(Cc2ccccc2)NS(=O)(=O)c2ccccc2F)cc1 (stereo unspecified) | 21 | 0.4 | 7 | 4 | 5 | -10 | -24 | -10 | 2 | 4
O=C(Cn1nnc(-c2ccc(F)cc2)n1)N1CCCCC1 | 15 | 0.2 | 1 | 1 | 0 | 0 | -29 | -36 | 6 | -1
CC(=O)c1c(C)[nH]c(C(=O)Nc2ccc(C)c(C)c2)c1C | 8 | 1.3 | 6 | 1 | 2 | 2 | -132 | -88 | 10 | 0
Cc1cc(OCc2nn[nH]n2)c2c(-c3ccccc3)cc(=O)oc2c1 | 15 | -0.1 | -2 | -1 | 2 | -8 | -1 | 1 | -2 | 0
COc1cccc(C(=O)NC(=O)Nc2cc(C)on2)c1 | 12 | 3.4 | -1 | 1 | -4 | 15 | -82 | -94 | 27 | -3
Cc1cccc(-c2noc(CCCC(=O)NC3CCCCC3)n2)c1 | 32 | -0.1 | 1 | -3 | 2 | 11 | -18 | -6 | -3 | -1
Cc1ccccc1CNC(=O)c1ccc2ccccc2n1 | 9 | 0.5 | 0 | 3 | -1 | 2 | -25 | 8 | -4 | -3
O=C1CC(c2cccc(Cl)c2)C(n2cncn2)C(=O)C1C1NCCc2ccccc21 (stereo unspecified) | 18 | -2.8 | 4 | 1 | 1 | -6 | -11 | -7 | -6 | 0
CCOC(=O)N1CCN(C(=O)c2cn(C)c(=O)c3c2c2ccccc2n3C)CC1 | 31 | 0.1 | -1 | -2 | 2 | 4 | -20 | 9 | 1 | -1
O=C(CCNS(=O)(=O)c1cccs1)NCc1ccccc1 | -4 | 0.3 | 2 | 7 | -3 | -8 | -14 | 10 | 4 | -1
O=C(Nc1ccccc1C(=O)O)c1cccc(NC(=O)c2ccccc2Br)c1 | 7 | 1.8 | -3 | 4 | 1 | 2 | -10 | 7 | 4 | -3
CCOCCCn1c(=O)c(NC(=O)c2ccc(OCC)cc2)c2n(c1=S)CCCCC2 | -1 | 0.6 | 2 | -4 | 5 | 1 | -19 | -8 | -13 | .
CCOc1ccc(OC(=O)NC(c2ccccc2)C(Cl)(Cl)Cl)cc1 (stereo unspecified) | 9 | -0.4 | 3 | -9 | -2 | 0 | -18 | 26 | 5 | -2
Cc1ccc(-c2cc(C(=O)N/N=C/c3ccc(F)cc3)n[nH]2)o1 | 17 | -0.1 | 3 | 3 | 0 | -5 | -26 | 3 | -6 | 1
O=C(Nc1ccc(Cl)c(Cl)c1)Nc1ccccc1NS(=O)(=O)c1cccs1 | 76 | 0.1 | 4 | -1 | 2 | 0 | -47 | -16 | 2 | .
CC(C)n1cnc2c(Nc3cccc(Cl)c3)nc(NCCCO)nc21 | 19 | 1.1 | . | . | -6 | -10 | . | 50 | -24 | 2
C=CCn1c(O)c(C2=c3ccccc3=NC2=O)s/c1=N/c1nccs1 | 33 | -0.4 | 0 | 0 | 0 | 0 | -5 | -31 | 15 | -2
O=C(CCc1nnc(-c2ccccc2)o1)NCc1cc(F)ccc1F | 27 | 0.5 | 0 | -4 | -2 | 0 | -9 | -11 | 10 | -2
CCCCC1=CC2=CC(=O)C(C)(OC(=O)CC)C(=O)C2=CN1Cc1ccc(OC)cc1 (stereo unspecified) | 26 | 0.6 | . | . | -1 | 2 | . | -22 | -16 | 1
CC(=O)Nc1ccccc1-c1nc2ccccc2nc1OCC(=O)c1ccc2ccccc2c1 | 4 | 0.2 | -5 | -4 | -2 | . | -10 | 15 | . | 0
CCOc1cccc(C(=O)Nc2ccc3oc(-c4cccnc4)nc3c2)c1 | 23 | 1.1 | 1 | 0 | 3 | 8 | 0 | -59 | 9 | 1
